Bioassay records as filed in PubChem BioAssay.
IL-1B inflam inh – qHTS for Inhibitors of Inflammasome Signaling: IL-1-beta AlphaLISA Primary Screen. THP-1 LPS/ATP IL-1B secretion, AlphaLISA, 16 h; stronger effect = lower value. activity change, % at 57.5 µM. 4.7% of 360,000 active; in the data active = activity change below about -50%; inconclusive = mostly about -30% to -49%; note: % is set by controls: 0 for no effect and ±100 for the full control effect
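THP-1 cells pretreated 1 hr with compounds (up to 57.5 uM final), then stimulated with LPS (250 ng/mL final) plus ATP (1.25 mM final); secreted IL-1B measured by AlphaLISA after 16 hr, decreased signal indicating inhibition.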
HT1080 IDH1KD tx – qHTS for induction of synthetic lethality in tumor cells producing 2HG: qHTS for the HT-1080-IDH1KD cell line; HT-1080 IDH1 knockdown viability, ATP luminescence, 48 h; Potency, µM (series often up to 46.1 µM), for the others: at the top dose activity, negative = toxicity, most hits filed as cytotoxic; 2% of 360,000 active;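 note: potency is the fitted concentration of half-maximal effect; 0% = DMSO wells and -100% = cell-free medium wells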
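Viability of IDH1-knockdown HT-1080 fibrosarcoma cells was assessed by CellTiter-Glo after 48 h at 37 °C with titrated compound; concentration-effect curves were classified by fit quality and response size.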
SW480 rereplic – A quantitative high throughput screen for small molecules that induce DNA re-replication in SW480 colon adenocarcinoma cells | Potency, µM (titrated, usually from 46.1 µM), for the others: at the top dose re-replication activation, hits mostly activators | 1.8% of 340,000 active | SW480 DNA re-replication, Hoechst DNA content imaging, 48 h; note: potency is the fitted concentration of half-maximal effect; % of control where 0% means no effect; nearly all actives have a fitted effect of over 55% in size
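First, 250 cells per well were seeded. Next, compound or vehicle (23 nL) was pinned in, plates sat 48 hr at 37 C. Finally Hoechst was added for 40 min before fluorescence scanning.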
ATXN2 expr inh – Primary qHTS for Inhibitors of ATXN expression | HEK-293 ATXN2-luciferase reporter, luminescence, 24 h | Potency, µM (top dose mostly 57 µM), for the others: top-dose activity change, negative = inhibition, usual class: inhibitors | 0.72% of 360,000 active; note: potency is the fitted concentration of half-maximal effect; % is set by controls: 0 for no effect and ±100 for the full control effect; nearly all actives have a fitted effect of over 55% in size
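ATXN2-luciferase reporter cells (luciferase flanked by upstream and downstream ATXN2 gene portions) were treated 24 h at 37 °C with compounds at up to 57 uM. SteadyGlo luminescence gave expression; GF-AFC fluorescence gave viability.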
KB-3-1 tox – qHTS assay for MDR1-selective chemotherapeutics: Primary screen using the parental adenocarcinoma cell KB-3-1; KB-3-1 viability, CellTiter-Glo ATP luminescence, 72 h; 1.4% of 400,000 active; Potency, µM (highest dose often 46.1 µM), for inactives: at the top dose activity change, negative = cytotoxic, hits mostly cytotoxic; note: potency is the fitted concentration of half-maximal effect; % is set by controls: 0 for no effect and ±100 for the full control effect; nearly all actives have a fitted effect of over 60% in size
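Cells are dispensed, compounds pinned in, plates held at 37 °C for 72 h, then CellTiter-Glo is added and luminescence read after 10 minutes. Cell line: parental KB-3-1 in phenol-red-free DMEM, 10% FBS.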
WRN inhibitor – qHTS for Inhibitors of WRN Helicase; WRN helicase unwinding, fluorescent forked duplex, kinetic; 0.46% of 360,000 active; Bifunctional 3'-5' exonuclease/ATP-dependent helicase WRN (Homo sapiens), Q14191; Potency, µM (top dose mostly 114 µM), for the others: top-dose activity change, negative = inhibition, hits mostly inhibitors; AID 651768, 2012; note: potency is the fitted concentration of half-maximal effect; % is set by controls: 0 for no effect and ±100 for the full control effect; nearly all actives have a fitted effect of over 55% in size
Target sequence (Q14191 whole entry, looked up): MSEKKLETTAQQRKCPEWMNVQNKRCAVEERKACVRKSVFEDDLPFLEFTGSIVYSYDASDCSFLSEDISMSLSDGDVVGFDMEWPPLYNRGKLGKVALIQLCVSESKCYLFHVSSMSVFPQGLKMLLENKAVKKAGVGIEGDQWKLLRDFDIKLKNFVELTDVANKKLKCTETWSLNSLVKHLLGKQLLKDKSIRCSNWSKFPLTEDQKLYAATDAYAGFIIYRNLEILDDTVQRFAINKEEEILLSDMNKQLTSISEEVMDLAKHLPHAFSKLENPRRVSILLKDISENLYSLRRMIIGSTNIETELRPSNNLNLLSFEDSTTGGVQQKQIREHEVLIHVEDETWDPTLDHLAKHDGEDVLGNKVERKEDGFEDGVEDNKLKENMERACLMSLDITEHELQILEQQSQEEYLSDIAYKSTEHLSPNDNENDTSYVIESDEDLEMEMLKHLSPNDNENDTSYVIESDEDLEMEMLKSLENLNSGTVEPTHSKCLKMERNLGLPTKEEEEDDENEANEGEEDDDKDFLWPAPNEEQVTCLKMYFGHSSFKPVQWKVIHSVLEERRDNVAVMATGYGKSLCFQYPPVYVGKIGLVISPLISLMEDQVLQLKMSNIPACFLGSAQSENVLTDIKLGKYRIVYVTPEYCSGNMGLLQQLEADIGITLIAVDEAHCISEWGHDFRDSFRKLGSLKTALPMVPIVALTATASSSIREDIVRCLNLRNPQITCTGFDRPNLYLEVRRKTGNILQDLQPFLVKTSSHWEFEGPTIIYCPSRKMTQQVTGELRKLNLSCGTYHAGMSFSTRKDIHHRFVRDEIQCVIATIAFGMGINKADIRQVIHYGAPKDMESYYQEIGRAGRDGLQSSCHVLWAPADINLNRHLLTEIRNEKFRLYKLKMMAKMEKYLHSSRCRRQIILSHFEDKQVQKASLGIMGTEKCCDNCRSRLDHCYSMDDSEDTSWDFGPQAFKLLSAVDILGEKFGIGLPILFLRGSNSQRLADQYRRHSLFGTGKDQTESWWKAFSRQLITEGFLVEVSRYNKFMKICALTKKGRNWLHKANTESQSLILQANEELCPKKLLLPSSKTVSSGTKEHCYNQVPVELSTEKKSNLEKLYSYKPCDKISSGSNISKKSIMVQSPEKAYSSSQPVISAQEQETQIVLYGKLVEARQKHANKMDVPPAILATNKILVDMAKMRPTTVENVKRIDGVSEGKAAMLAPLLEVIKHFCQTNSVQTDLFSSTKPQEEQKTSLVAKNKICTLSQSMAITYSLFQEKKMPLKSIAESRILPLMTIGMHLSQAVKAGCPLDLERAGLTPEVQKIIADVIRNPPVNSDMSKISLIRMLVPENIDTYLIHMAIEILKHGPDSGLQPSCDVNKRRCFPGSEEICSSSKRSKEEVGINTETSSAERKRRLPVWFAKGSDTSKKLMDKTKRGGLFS
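Kinetic red-fluorescence monitoring (525/598 nm) tracks WRN helicase activity after 100 nM fluorophore-quencher forked duplex and 2 mM ATP are added to 20 nM enzyme pretreated 15 min at room temperature with compound.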
HT1080NT lethal – qHTS for induction of synthetic lethality in tumor cells producing 2HG: qHTS for the HT-1080-NT fibrosarcoma cell line | HT-1080-NT fibrosarcoma viability, CellTiter-Glo ATP luminescence, 48 h | Potency, µM (series often up to 46.1 µM), for inactives: top-dose activity, negative = less viability, actives largely listed as cytotoxic | 1.6% of 360,000 active | AID 686970, 2013;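 note: NT is the 2HG producing partner of a matched IDH1 knockdown line; potency is the fitted concentration of half-maximal effect; 0% = DMSO-treated cells and -100% = media-only wells without cells; nearly all actives have a fitted effect of over 55% in size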
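HT-1080-NT; 750 cells/well; 5% FBS RPMI; 48 h compound, 37 degrees C; CellTiter-Glo luminescence; curve fitting and curve-class assignment.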
KB-V1 cytotox – qHTS assay for MDR1-selective chemotherapeutics: Primary screen using the drug-selected MDR subline cells KB-V1 | Potency, µM (doses to about 46.1 µM), without a hit: top-dose activity change, negative = cytotoxicity, actives largely listed as cytotoxic | KB-V1 MDR cells viability, CellTiter-Glo, 72 h | 3.4% of 400,000 active | AID 1347076, 2019; note: potency is the fitted concentration of half-maximal effect; % is set by controls: 0 for no effect and ±100 for the full control effect; nearly all actives have a fitted effect of over 60% in size
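KB-V1, DMEM (no phenol red) + 10% FBS; cpd pin-transferred, titration series; 72 h, 37 degrees C; CellTiter-Glo, luminescence. Data normalized, curve-fit.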
MCF10A rerep – A quantitative high throughput screen for small molecules that induce DNA re-replication in MCF 10a normal breast cells | AID 624296, 2012 | MCF 10A DNA re-replication, Hoechst nuclear intensity, 48 h | Potency, µM (series often up to 46.1 µM), for inactives: top-dose activity, positive = re-replication, usual class: activators | 2.9% of 350,000 active; note: potency is the fitted concentration of half-maximal effect; % of control where 0% means no effect; nearly all actives have a fitted effect of over 50% in size
* = called active by the depositor; ? = inconclusive; . = not tested or not shown; [ ] = another dose, or the depositor's remark. Unless noted, calls come from the whole dose curve; as a rule, active = well fitted curve in the direction sought with a large enough effect; inconclusive = small, poorly fitted or top-dose-only effect, or another doubt; inactive = no such curve, though single readings can be large; an effect the other way counts as inactive or inconclusive.

molecule | ATXN2 expr inh | KB-V1 cytotox | HT1080NT lethal | SW480 rereplic | KB-3-1 tox | WRN inhibitor | HT1080 IDH1KD tx | MCF10A rerep | IL-1B inflam inh
CCc1nnc(NC(=O)CSc2nc(C3CCCCC3)nc3ccccc23)s1 | -5% | -12% | -1% | 12% | 6% | -9% | 0% | 3% | -4
C=CCn1c(SCC(=O)c2[nH]c(C)c(C(=O)OCC)c2C)nc2scc(-c3ccc(OC)c(OC)c3)c2c1=O | 28µM* | ? | 5% | 13µM* | -37% | ? | 21% | 3.3µM* | -8
N#Cc1ccccc1OCC(=O)NNC(=O)CNC(=O)c1cccc(Br)c1 | 2% | -3% | -4% | 5% | -10% | 7% | -5% | 0% | -8
C[C@H]1CN([C@@H](C)CO)S(=O)(=O)c2ccc(Br)cc2O[C@H]1CN(C)C(=O)c1cccnc1 | -10% | 13% | 14% | . | 14% | 4% | 9% | . | 43
CC(C)N1C(=O)CCC1C(=O)NCCc1ccccc1 (stereo unspecified) | 20% | 24% | 11%[9.24 µM] | 1% | 0% | -5% | 0% | 3% | -3
O=C(NCCCCc1ccccc1)C1CC(c2ccccc2[N+](=O)[O-])=NO1 (stereo unspecified) | 8% | -8% | 0% | -10% | 17% | -7% | 0% | ? | -4
CC(=O)Nc1ccc2nc(NC(=O)c3ccco3)sc2c1 | . | -3% | -12% | 2% | -22% | 7% | -2% | 2% | -3
Cc1ccc(S(=O)(=O)c2nnn3c2nc(N2CCOCC2)c2ccccc23)cc1 | 1% | -4% | 1% | ? | -2% | -1% | 12% | ? | -14
Cc1ccc(-c2nc3ccccc3s2)cc1S(=O)(=O)N1CCOCC1 | -26% | 0% | -40% | -10% | -23% | -3% | 18µM* | ? | 0
Cc1cc(C(=O)NC(C)c2ccncc2)no1 (stereo unspecified) | -1% | -3% | -14%[9.24 µM] | 2% | -5% | -5% | -14% | -5% | -6
Cc1ccc(NC(=O)c2nsc(Cl)c2Cl)cc1 | 28% | 13% | 7% | -12% | 2% | 7% | 1% | ? | 8
Oc1cccc(/C=N\Nc2nncc(-c3ccccc3)n2)c1 | 28% | 3% | -17% | 14% | 18% | 9%[57.1 µM] | -4% | ? | -62*
C/C=C/c1ccc(OCCCCOc2ccccc2C(C)=O)c(OC)c1 | 3% | ? | 2% | 7% | -21% | -5% | 6% | 16% | 14
COc1cc(OC)c(S(=O)(=O)N2CCCCC2)cc1S(=O)(=O)N1CCCCC1 | 3% | -15% | -2% | -7% | -6% | 4% | 3% | -8% | 37
COC(=O)c1sc2ccccc2c1-n1cccc1C(=O)C(=O)Nc1ccccc1 | 0% | -2% | -17% | 7% | ? | 2% | -26% | 22% | 8
CC(=O)c1cccc(NC(=O)CN2CCc3cc4c(cc3C2)OCCCO4)c1 | -7% | -9% | -3% | ? | 0% | 1% | 0% | ? | -7
O=C(COC(=O)c1cccc(S(=O)(=O)NCc2ccccc2)c1)Nc1ccccc1OC(F)F | -9% | 0% | -8% | -4% | 3% | -8% | -17% | ? | 1
NC(=O)COc1ccc(/C=N/NC(=O)C2CCCN2S(=O)(=O)c2ccc(Cl)cc2)cc1 (stereo unspecified) | 12% | 12% | 1% | 1% | 16% | -2% | 0% | -6% | -20
CCN(CC)CCC(=O)N1c2ccccc2Sc2ccc(NC(=O)OC)cc21 | -3% | -1% | -8% | ? | -18% | 1% | -2% | 23µM* | -79*
Cc1ccc(CN=c2c([N+](=O)[O-])nn(-c3ccc4c(c3)OCCO4)n2O)cc1 | 10% | ? | -8% | 0% | -13% | -25% | -9% | -4% | -26
CN(c1ccc(O)cc1)c1nc(-c2cccnc2)cs1 | 51%[activator] | -4% | -8% | ? | -14% | -10% | -14% | 2% | 40
Cc1ccc2c(CC(=O)NCC(=O)Nc3c(C)cccc3C)coc2c1 | -3% | -13% | 7% | -2% | 12% | -24% | 11% | 0% | 11
CCCC(CCC(=O)OC)(C(=O)OCC)c1csc(N)n1 (stereo unspecified) | -10% | 0% | -1% | -4% | -3% | 0% | 0% | -1% | 29
COc1ccccc1NC(=S)NCc1ccccc1 | -2% | 3% | 6% | 0% | -4% | 5% | 16% | -11% | -2
CCCn1cc(SCC(=O)NCc2ccc3c(c2)OCO3)c2ccccc21 | 4% | -13% | -11% | 1% | -5% | -7% | -13% | -4% | -24
Cc1no[n+]([O-])c1COc1ccc(/C=C2\NC(=S)NC2=O)cc1 | -13% | -15% | -5% | -2% | -13% | -10% | -5% | -2% | -53*
Cc1ccc(N2CC(C(=O)Nc3nnc(C)s3)CC2=O)cc1 (stereo unspecified) | 4% | -10% | 0% | -3% | 14% | -3% | -9% | ? | 33
Cc1ccccc1OCCC(=O)N1CCN(S(=O)(=O)c2ccc(Cl)cc2)CC1 | 0% | -18% | -2% | -3% | -4% | -3% | -16% | ? | -17
C=CCn1c(Cc2cccc3ccccc23)n[nH]c1=S | -6% | 18µM* | -10% | ? | -18% | -23% | -4% | -1% | 84
CNc1snc(C)c1C(=O)OCC(=O)N(C)Cc1ccccc1 | . | ? | 4% | -18% | ? | 3% | 0% | 1% | 30
COc1ccccc1NC(=O)CN1CCN(CC(=O)Nc2ccc3c(c2)OCO3)CC1 | 0% | ? | 4% | -3% | -1% | -1% | 1%[9.24 µM] | -1% | -18
COc1ccc(CCN(C(=O)c2ccc(F)cc2)C2=CC3CCC(C2)N3C)cc1OC (stereo unspecified) | 0% | -33% | 9% | -4% | 5% | -3% | 5% | -2% | -7

Printed as active in IL-1B inflam inh, among the entries above:
SMILES | WRN inhibitor | IL-1B inflam inh
Oc1cccc(/C=N\Nc2nncc(-c3ccccc3)n2)c1 | 9%[57.1 µM] | -62*
CCN(CC)CCC(=O)N1c2ccccc2Sc2ccc(NC(=O)OC)cc21 | 1% | -79*
Cc1no[n+]([O-])c1COc1ccc(/C=C2\NC(=S)NC2=O)cc1 | -10% | -53*

Other records follow:
molecule | ATXN2 expr inh | KB-V1 cytotox | HT1080NT lethal | SW480 rereplic | KB-3-1 tox | WRN inhibitor | HT1080 IDH1KD tx | MCF10A rerep | IL-1B inflam inh
COc1ccc(-c2noc(CCC(=O)Nc3cccnc3)n2)cc1 | . | 10% | 4% | -2% | -1% | 0% | 0% | -4% | -2
CCOc1ccc(C(=O)Nc2ccc(CN3CCOCC3)cc2)cc1Br | -21% | 0% | ? | -1% | ? | 7% | -30% | ? | ?
CCN1CCN(CCCNC(=O)c2cc3sccc3n2CC)CC1 | -7% | -43% | 0% | ? | -1% | 4% | -1% | 5% | -12
CCOP(=O)(OCC)c1nc(-c2ccc(OC)cc2)oc1N1CCOCC1 | 7% | 0% | 14% | -9% | 1% | -6% | 1% | 0% | 20
CC(C)CC(C)N1CCC(n2nccc2NC(=O)CCc2ccccc2)CC1 (stereo unspecified) | . | 9% | 9% | -8% | 1% | 1% | 6% | -5% | -8
CC12CC3(C)CC(C)(C1)CC(C(=O)NCc1ccccn1)(C2)C3 | 20% | -22% | -11% | 2% | -4% | 0% | -8% | -2% | -4
Cc1onc(-c2ccccc2)c1C(=O)Nc1nnc(CC(C)C)s1 | -1% | -10% | 17% | -3% | 1% | -1% | 14% | 1% | 23
CC(=O)NC1(C)CCC2CC1C(C)=NC2(C)C (stereo unspecified) | 6% | 3% | ? | . | 0% | -3% | 6% | . | 30
COc1ccc(NC(=O)[C@@H]2[C@@H]3C(=O)N(C4CCCCC4)C(=O)[C@@H]3C3c4ccccc4C=CN32)cc1 (stereo partly specified) | 4% | -15% | -3% | -1% | 9% | -1% | 0%[9.24 µM] | -1% | -4
O=C(O)CCn1cnc2ccccc2c1=O | -7% | 27% | 15% | -4% | 2% | 3% | 16% | -6% | 13
CCOc1ccc2nc(COC(=O)c3cccs3)c(C(=O)c3ccccc3)[n+]([O-])c2c1 | 33% | 14% | 10% | -4% | 1% | -9% | 17% | -2% | 18
CC1=NN(c2ccccc2)C(=O)/C1=C\N(O)c1ccccc1 | . | 6% | -9% | 16% | -1% | 7% | -6% | 5% | 3
COc1ccc(/C=N/NC(=O)c2cc(OC)c(OC)c(OC)c2)cc1CN1CCc2cc(OC)c(OC)cc2C1C (stereo unspecified) | -20% | ? | ? | ? | ? | -1% | 13µM* | ? | 26
CSC(=NNC(=O)c1ccc(O)cc1)SC | 8% | 17% | 1% | -2% | -1% | 1% | -2% | 1% | 27
CN1CCN(CCC(=O)N/N=C/c2cc3c(cc2[N+](=O)[O-])OCO3)CC1 | -1% | 9% | 6% | -8% | 1% | -1% | 7% | 0% | 8
CNC(=O)c1cccn1-c1ccsc1C(=O)OC | -7% | 27% | 28% | ? | 19% | 0% | 16% | 1% | -1
CCn1c(CNC(=O)c2ccccc2Br)nnc1SCC(=O)Nc1nncs1 | -6% | 9% | 18% | 6% | 12% | -2% | 20% | -4% | -5
CCSc1nnc(NC(=O)CSc2nncc(=O)n2N)s1 | 1% | 4% | -22% | 2% | 25% | -14% | -13% | ? | 21
CCOC(=O)Cn1ccc(NC(=O)c2ccc(F)cc2)n1 | -7% | 3% | 7% | -1% | 11% | 3% | -1% | ? | 0
CCOC(=O)C1=CC[C@@H](c2ccccc2)N(S(=O)(=O)c2ccc(C)cc2)[C@H]1c1cccc(OC)c1 | -13% | -19% | 6% | . | 0% | -8% | 5% | . | 2
Cc1cc2c(cc1S(=O)(=O)N(C)Cc1ccccc1)n(C)c(=O)c(=O)n2C | 4% | -12% | -16% | 10% | -5% | 4% | 0% | -5% | 10
CCCn1cc(SCC(N)=O)c2ccccc21 | 5% | 0% | 4% | -10% | 18% | -3% | 2% | -8% | -13
